GAA spleen mod: inhibitors or activators of human alpha-glucosidase in spleen homogenate. P10253. AID 2112. hit rate 0.006% among 240,000. Potency, µM (doses to about 79.9 µM), for the others: top-dose activity change, negative = inhibition, hits mostly inhibitors. human spleen homogenate, 4-MU-alpha-glucoside fluorescence;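 further: 0% = enzyme with vehicle and -100% = no enzyme basal signal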
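Human spleen homogenate (1 ug) with 4-methylumbelliferyl-alpha-D-glucopyranoside (1 mM final) in 50 mM citrate/phosphate pH 5.0, 0.01% Tween-20; 40 min at 37 C. Stopped at pH 10; 4-MU fluorescence Ex 365/Em 440 nm; AC50 by Hill fit.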
ALDH1A1 block: inhibitors of human aldehyde dehydrogenase 1A1. P00352. Purified ALDH1A1, NADH fluorescence, propionaldehyde substrate. Potency, µM (series often up to 75.3 µM), inactives show top-dose activity, negative = inhibition, usual class: inhibitors. hit rate 7.3% among 220,000. AID 1030; active means well fitted inhibition curve with a large enough effect, not every such curve was filed as active; inconclusive means small, poorly fitted or top-dose-only effect, or another doubt; inactive means no such curve, though single readings can be large or run the other way;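 further: plate controls were no enzyme wells and a reference inhibitor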
Target sequence (P00352 whole entry, looked up): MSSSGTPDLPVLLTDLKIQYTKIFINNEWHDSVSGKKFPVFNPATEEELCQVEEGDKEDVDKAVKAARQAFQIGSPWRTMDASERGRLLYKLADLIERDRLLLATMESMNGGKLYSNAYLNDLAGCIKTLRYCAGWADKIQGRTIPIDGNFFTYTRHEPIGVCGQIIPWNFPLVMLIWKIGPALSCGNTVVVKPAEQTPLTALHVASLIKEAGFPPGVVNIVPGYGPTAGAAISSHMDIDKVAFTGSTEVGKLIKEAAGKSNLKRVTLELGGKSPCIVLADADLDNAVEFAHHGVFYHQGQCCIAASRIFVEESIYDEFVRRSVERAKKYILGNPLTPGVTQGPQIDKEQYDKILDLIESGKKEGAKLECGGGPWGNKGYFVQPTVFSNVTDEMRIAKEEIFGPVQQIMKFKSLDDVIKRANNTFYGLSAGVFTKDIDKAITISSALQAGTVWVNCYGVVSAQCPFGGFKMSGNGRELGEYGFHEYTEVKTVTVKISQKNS
NPSR antag: neuropeptide S receptor (human) antagonism, cAMP; Q6W5P4; CHO-NPSR cells, cAMP TR-FRET, antagonist mode; Potency, µM (top dose mostly 38.3 µM), without a hit: at the top dose activity change, negative = inhibition, usual class: inhibitors; hit rate 1% among 220,000; AID 1461; further: on the % scale 0 is the no-effect control and ±100 the full control effect; nearly all actives have a fitted effect of over 50% in size; many of its hits are not listed in these tables
GAA glycogen mod: alters human alpha-glucosidase cleavage of glycogen. P10253. recombinant GAA, glycogen substrate, Amplex Red glucose oxidase fluorescence. Potency, µM (series often up to 76.4 µM), for the others: top-dose activity change, negative = inhibition, usual class: inhibitors. hit rate 0.38% among 300,000;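 further: 0% = full enzyme reaction and -100% = no-enzyme basal signal; the screen sought inhibitors and activators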
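Natural-substrate format: glycogen cleavage by 4 nM human enzyme, glucose read by Amplex Red coupling (Ex 573, Em 610 nm). Normalized to enzyme and no-enzyme controls.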
GAA inh: alpha-glucosidase (human) inhibition; P10253; purified human GAA, 4-MU-alpha-glucoside fluorescence; Potency, µM (series often up to 76.9 µM), for the others: top-dose activity change, negative = inhibition, usual class: inhibitors; hit rate 0.005% among 200,000; AID 1466;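 further: plate controls were uninhibited enzyme wells for no effect and no-enzyme background for full effect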
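Activity normalized between no-enzyme (basal) and enzyme-only wells. Conditions: 4 nM human enzyme, 400 uM fluorogenic substrate, citrate/phosphate pH 5.0 with Tween-20, 20 min room temperature, compounds up to 77 uM.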
Epigenetic reg: epigenetic control regulation, reporter derepression | murine LDR cells, GFP reporter derepression, 30 h | Potency, µM (titrated, usually from 53.9 µM), inactives show at the top dose GFP activation, most hits filed as activators | hit rate 0.2% among 280,000 | AID 1865; further: % of control where 0% means no effect; nearly all actives have a fitted effect of over 60% in size
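Murine LDR cells bearing a silenced CMV-driven GFP reporter were exposed to compound for 30 h at 37 C. After PBS washes, GFP-positive cells (20-120 um objects) counted by laser-scanning microplate cytometry.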
aGal spleen mod: alpha-galactosidase A (human) modulation; Potency, µM (titrated, usually from 80 µM), inactives show at the highest dose activity change, negative = inhibition, hits mostly inhibitors; human spleen homogenate, 4MU-alpha-Gal fluorescence, 40 min; hit rate 0.008% among 240,000; P06280;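 further: 0% = enzyme with vehicle and -100% = no enzyme basal signal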
Target sequence (P06280 32-429 limits assumed): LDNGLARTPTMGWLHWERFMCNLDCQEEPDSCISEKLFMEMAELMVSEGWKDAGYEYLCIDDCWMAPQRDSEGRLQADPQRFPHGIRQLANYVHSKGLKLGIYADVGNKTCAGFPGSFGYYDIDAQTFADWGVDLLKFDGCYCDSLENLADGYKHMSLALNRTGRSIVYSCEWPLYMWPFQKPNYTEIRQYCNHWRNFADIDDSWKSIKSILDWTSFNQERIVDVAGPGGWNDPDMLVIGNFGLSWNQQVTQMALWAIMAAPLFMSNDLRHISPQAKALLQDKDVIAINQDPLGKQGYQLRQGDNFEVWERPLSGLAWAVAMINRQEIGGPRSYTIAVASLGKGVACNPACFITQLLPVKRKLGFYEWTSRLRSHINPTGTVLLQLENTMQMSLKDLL
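qHTS titration in buffer at pH 5.0. Alpha-galactosidase activity in spleen homogenate was measured via 4-methylumbelliferone release from 1 mM fluorogenic substrate after 40 min at 37C and a pH 10 stop. AC50 came from Hill fits of control-normalized data.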
Tau fluor cs: counter-screen for tau fibril formation inhibitors. tau K18 P301L Alexa594 fluorescence, heparin fibrillization. hit rate 0.93% among 280,000. Potency, µM (highest dose often 57.7 µM), for inactives: at the highest dose activity change, negative = decrease. AID 1463; further: on the % scale 0 is the no-effect control and ±100 the full control effect; nearly all actives have a fitted effect of over 55% in size
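Human tau K18 P301L (15 uM unlabeled, 0.24 uM Alexa 594-labeled) in 100 mM sodium acetate pH 7 with 20 uM heparin, 6 hr at 37 C. ThT 30 uM added, 1 hr ambient; Alexa 594 FP and total fluorescence read at 555/632 nm.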
The depositor's hits bear a star; ? = inconclusive; nt = not tested or not shown; [ ] = dose if it differs, or a comment. Unless noted, the call rests on the fitted dose curve; in most records, active means well fitted curve in the direction sought with a large enough effect; inconclusive means small, poorly fitted or top-dose-only effect, or another doubt; inactive means no such curve, though single readings can be large; an effect the other way counts as inactive or inconclusive. Potency means the concentration at half of the fitted maximal effect.

Sequence of screens – GAA spleen mod, ALDH1A1 block, NPSR antag, GAA glycogen mod, GAA inh, Epigenetic reg, aGal spleen mod, Tau fluor cs
[1] COc1cc(/C=C2/C(=O)NN(c3cccc(F)c3)C2=O)ccc1OC(=O)c1ccco1
    2%, 22µM*, ?, ?, -1%, -1.1%, -1%, -15%
[2] CCOC(=O)N1CCN(C(=O)c2ccccc2NC(C)=O)CC1
    -2%, 0%, 3%, -4%, 15%, -0.1%, -5%, -17%
[3] Cc1ccccc1OCc1nnc(SCC(=O)NCc2ccccc2)n1C
    1%, 4%, -8%[46.1 µM], -1%, 2%, -1.0%, 10%, -4%
[4] CCCP(=O)(CC(=O)N(CC)CC)c1ccccc1 (configuration not stated)
    -4%, -9%, 13%[46.1 µM], 7%, -1%, 0.0%, 4%, 2%
[5] CCc1ccc(CNC(=O)Cn2nc(-c3ccccc3)ccc2=O)cc1
    -7%, 4%, 23%, 2%, 0%, 2.2%, 6%, -14%
[6] O=C(Nc1nccs1)c1sc2cc(Cl)ccc2c1Cl
    0%, ?, -6%[46.1 µM], 12%, -1%, -1.1%, 1%, -16%
[7] O=C(c1cccnc1)N1CCN(S(=O)(=O)c2ccc(F)cc2)CC1
    -13%, 11%, -2%, -8%, -18%, -2.9%, 0%, -2%
[8] Cc1ccc(N2CC(C(=O)NCc3ccc(C)n3C)CC2=O)cc1 (configuration not stated)
    -5%, ?, 5%, ?, 3%, 0.0%, -6%, -8%
[9] CCSc1nnc(-c2cccc(S(=O)(=O)N(CC)CC)c2)n1Cc1ccccc1
    -6%, ?, -25%[46.1 µM], -16%, -6%, 1.7%, 7%, 3%
[10] CC1Oc2ccccc2C=C1/C=N/NC(=O)c1ccncc1 (configuration not stated)
    0%, nt, -16%, 0%, nt, 6.5%, 1%, 0%
[11] COc1ccc(/C=C(\NC(=O)c2ccc(C)cc2)C(=O)NCC2CCCO2)cc1 (configuration not stated)
    -4%, -1%, -8%, 5%, 2%, -5.4%, -5%, -4%
[12] N#CCc1nn(-c2ccccc2)c(N)c1C#N
    -9%, 12%, 0%[46.1 µM], 3%, 0%, -6.5%, -4%, -9%
[13] Cc1nn(-c2ccccc2)c(Cl)c1CN(C(=O)CCl)c1cccc2ccccc12
    4%, 28µM*, ?, -10%, 0%, 2.0%, 0%, -3%
[14] C=CCNc1oc(-c2ccc(OCC)cc2)nc1C#N
    2%, ?, -12%[46.1 µM], ?, ?, 6.5%, 6%, ?
[15] CCOC(=O)c1sc(C)c2c(=O)n(Cc3ccc(Cl)cc3)cnc12
    -1%, 2%, 23%, 1%, 1%, -0.9%, 3%, -8%
[16] COc1ccc(NC(=O)c2cc(S(=O)(=O)N(C)C)ccc2N2CCCC2)cc1Cl
    4%, 2%, 5%, -2%, -11%, 0.0%, 10%, -11%
[17] CC(=O)Nc1ccc2c(c1)OCCOCCOc1cc(NC(C)=O)ccc1OCCO2
    2%, 10%, -24%, 3%, -6%, -1.3%, 6%, -7%
[18] O=C1NC2(CCC3(CC2)OCCO3)NN1c1ccc(Cl)cc1
    -9%, ?, -2%, ?, 0%, -1.4%, -11%, 1%
[19] COc1ccc(C2Nc3cccc4cccc(c34)N2)cc1
    4%, ?, -39%, ?, 6%, -1.1%, 7%, ?
[20] O=C(CCN1CCN(c2ccccc2)CC1)Nc1ccc2c(c1)OCO2
    1%, -5%, -17%[46.1 µM], -2%, -1%, -1.0%, 0%, -12%
[21] CC(=O)Oc1cccc(/C=C2\C=C(c3ccc(C)cc3)OC2=O)c1
    2%, ?, -2%, 26%, 3%, -0.6%[10.1 µM], -4%, -15%
[22] CCC(=O)NC(=S)Nc1ccc(NC(=O)COc2ccccc2)cc1
    -2%, 25µM*, 2%, 7%, 6%, 0.0%, 0%, 4%
[23] O=C(Nc1ccccc1)c1ccccc1N=Cc1ccccc1O
    -6%, ?, 6%, -2%, 2%, 10%, -1%, 3%
[24] O=C(COC(=O)c1cccnc1)c1ccc(Cl)cc1
    -3%, ?, -2%[46.1 µM], 0%, -8%, -1.1%, 3%, 8%
[25] COc1ccc(OC)c(CNc2nc3ccccc3n2CCN2CCCCC2)c1
    -4%, -13%, ?, 3%, 3%, -1.9%, -1%, -10%
[26] CCOC(=O)N1CCC(NC(=O)Cn2ncc3ccccc32)CC1
    -1%, 13%, -7%[46.1 µM], -2%, -2%, 0.8%, 4%, -12%
[27] CCOC(=O)C1CCN(CC(=O)c2c(C)[nH]c3ccccc23)CC1
    -18%, 1%, 7%[46.1 µM], -1%, -11%, -1.0%, 12%, 0%
[28] CCOc1cc(C(=O)OCC(=O)Nc2cccc(C)c2)ccc1OCC(=O)N1CCOCC1
    -3%, 27%, 2%[46.1 µM], 14%, -3%, 1.1%, -14%, -2%
[29] Cc1noc(-c2ccc(Cl)cc2)c1C(=O)O/N=C(\N)c1ccc(C(C)(C)C)cc1
    2%, nt, ?, -5%, nt, 1.1%, 8%, -12%
[30] O=C(c1cccs1)n1nc(NCc2ccccc2)nc1NCc1ccccc1
    0%, 5%, -40%, -2%, -6%, -3.2%, -10%, ?
[31] C/C(Cl)=C/CSc1nc2c(c(=O)[nH]c(=O)n2C)n1C(C)C
    7%, ?, -24%[46.1 µM], 1%, 2%, 0.0%, 1%, 2%
[32] Cc1cc(C(=O)NNc2ccc(C)c(C)c2)no1
    3%, ?, -18%, ?, 9%[15.4 µM], 1.2%, 5%, -12%
[33] O=S(=O)(c1ccc(Br)c2nsnc12)N1CCOCC1
    5%, -4%, -32%, -10%, -9%, 1.3%, 0%, -2%
[34] CCCN(CC1CC1)C(=O)CSc1ncnc2sccc12
    -4%, ?, -12%, 5%, 0%, -4.5%, -8%, -4%
[35] Cc1ccnc2nc(C(=O)OCCOc3ccc(F)cc3)nn12
    -1%, 8%, 0%, 6%, -4%, -4.7%, -4%, -2%
[36] CNCCCOc1ccc2c(c1)CCC2
    -3%, -8%, -10%, -8%, 7%, 1.2%, 0%, 10%
[37] N#C/C(=C\c1ccc[nH]1)C(=O)NCC1CCCO1 (configuration not stated)
    -5%, -11%, -3%, -8%, -5%, 3.2%, 1%, -7%
[38] Oc1ccc2ccccc2c1C=NCc1cn2ccsc2n1
    5%, ?, -6%[46.1 µM], -3%, -6%, -2.4%, 3%, -26%
[39] Cc1cc2cc(CN(Cc3ccc4c(c3)OCO4)Cc3nnnn3C3CCCC3)c(=O)[nH]c2cc1C
    11%, 22µM*, ?, -4%, 5%, 1.6%, 15%, -6%
[40] O=C(c1ccncc1)c1ccc(NS(=O)(=O)c2ccc(Br)s2)cc1
    -1%, 18%, -11%[46.1 µM], 7%, -11%, 0.1%, -3%, -8%

Part of the list above in order of count of non-hydrogen atoms, smallest number first:
Sequence of screens – GAA spleen mod, ALDH1A1 block, NPSR antag, GAA glycogen mod, GAA inh, Epigenetic reg, aGal spleen mod, Tau fluor cs
[12] N#CCc1nn(-c2ccccc2)c(N)c1C#N
    -9%, 12%, 0%[46.1 µM], 3%, 0%, -6.5%, -4%, -9%
[37] N#C/C(=C\c1ccc[nH]1)C(=O)NCC1CCCO1 (configuration not stated)
    -5%, -11%, -3%, -8%, -5%, 3.2%, 1%, -7%
[33] O=S(=O)(c1ccc(Br)c2nsnc12)N1CCOCC1
    5%, -4%, -32%, -10%, -9%, 1.3%, 0%, -2%
[14] C=CCNc1oc(-c2ccc(OCC)cc2)nc1C#N
    2%, ?, -12%[46.1 µM], ?, ?, 6.5%, 6%, ?
[31] C/C(Cl)=C/CSc1nc2c(c(=O)[nH]c(=O)n2C)n1C(C)C
    7%, ?, -24%[46.1 µM], 1%, 2%, 0.0%, 1%, 2%
[10] CC1Oc2ccccc2C=C1/C=N/NC(=O)c1ccncc1 (configuration not stated)
    0%, nt, -16%, 0%, nt, 6.5%, 1%, 0%
[35] Cc1ccnc2nc(C(=O)OCCOc3ccc(F)cc3)nn12
    -1%, 8%, 0%, 6%, -4%, -4.7%, -4%, -2%
[27] CCOC(=O)C1CCN(CC(=O)c2c(C)[nH]c3ccccc23)CC1
    -18%, 1%, 7%[46.1 µM], -1%, -11%, -1.0%, 12%, 0%
[22] CCC(=O)NC(=S)Nc1ccc(NC(=O)COc2ccccc2)cc1
    -2%, 25µM*, 2%, 7%, 6%, 0.0%, 0%, 4%
[3] Cc1ccccc1OCc1nnc(SCC(=O)NCc2ccccc2)n1C
    1%, 4%, -8%[46.1 µM], -1%, 2%, -1.0%, 10%, -4%
[29] Cc1noc(-c2ccc(Cl)cc2)c1C(=O)O/N=C(\N)c1ccc(C(C)(C)C)cc1
    2%, nt, ?, -5%, nt, 1.1%, 8%, -12%
[28] CCOc1cc(C(=O)OCC(=O)Nc2cccc(C)c2)ccc1OCC(=O)N1CCOCC1
    -3%, 27%, 2%[46.1 µM], 14%, -3%, 1.1%, -14%, -2%

More structures
Sequence of screens – GAA spleen mod, ALDH1A1 block, NPSR antag, GAA glycogen mod, GAA inh, Epigenetic reg, aGal spleen mod, Tau fluor cs
[41] COc1ccc(OC)c(CNC(=O)c2coc(=O)c3ccccc23)c1
    2%, 2%, 4%, 2%, 5%, -1.1%, -5%, -3%
[42] O=C(CNc1cccc([N+](=O)[O-])c1)N/N=C/c1ccc([N+](=O)[O-])o1
    0%, 2µM*, -7%, -8%, -5%, -0.2%, -6%, -14%
[43] CC12CCC3c4ccc(O)cc4CCC3C1CCC2=O (configuration not stated)
    15%, -2%, nt, nt, nt, 1.2%, 3%, -2%
[44] Cc1cnc(C(=O)Nc2cc(F)ccc2C)cn1
    4%, -7%, 3%, -7%, 8%, 1.4%, 3%, 7%
[45] COC(=O)c1sc2ncn(-n3c(C)ccc3C)c(=O)c2c1C
    -19%, -15%, -12%[46.1 µM], 1%, -1%, -4.6%, -5%, -11%
[46] C/C(CC(=O)NC(C)(C)C)=N\NC(=O)c1ccco1
    -6%, 7%, 22%, -3%, -14%, -1.9%, 1%, 3%
[47] O=S(=O)(c1cccc(-c2nc3n(n2)Cc2ccccc2-3)c1)N1CCCCC1
    1%, 10%, -12%[46.1 µM], 7%, ?, -0.9%, 14%, -2%

Some of the compounds tested; the hit share may differ from the screen's.
